HIV peptide binding: inhibitors of HIV fusion peptide binding, primary screen, biochemical, uHTS, fluorescence dequenching (AID 1986); inhibition, % at 20 µM; hits with a dose series show IC50 in µM; cell-free peptide binding, fluorescence dequenching, 30 min; higher % means a stronger effect; 290,000 tested, 0.3% active; in the data active = inhibition mostly above about 52%, no sharp cut-off; inactive = mostly below about 76%; note: some results filed as inactive read as strong as hits
NOD1 NF-kB reporter: NOD1 signaling inhibitors, primary screen, cell-based, luminescence, uHTS (AID 1578). 290,000 tested, 1% active. inhibition, % at 4 µM, or EC50 in µM where a hit was titrated. NOD1-driven NF-kB luciferase reporter cells, luminescence; higher % means a stronger effect; in the data active = inhibition mostly above about 36%, no sharp cut-off; inactive = mostly below about 34%;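 note: HEK-293T reporter cells stimulated with the NOD1 agonist gamma-tri-DAP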
AID2073: inhibitors of Mint1-CaV2.2 protein interaction, biochemical, HTRF (AID 2073); Voltage-dependent N-type calcium channel subunit alpha-1B (Homo sapiens); HTRF protein-protein interaction, Mint1-CaV2.2; higher % means a stronger effect; inhibition, % at 20 µM, or IC50 in µM where a hit was titrated; 290,000 tested, 0.19% active; in the data active = inhibition mostly above about 51%, no sharp cut-off; inconclusive = no clear call, values can overlap the other calls; inactive = mostly below about 53%; note: some results filed as inactive read as strong as hits
GPR35 arrestin U2OS: GPR35 antagonists blocking zaprinast-driven arrestin recruitment, primary screen, imaging, U2OS, beta-arrestin-GFP, zaprinast agonist (AID 2058) | U2OS GPR35 beta-arrestin-GFP translocation imaging, zaprinast antagonism; higher % means a stronger effect | 290,000 tested, 0.052% active | one-dose inhibition, % at 10 µM; IC50 in µM for titrated hits | G-protein coupled receptor 35 (Homo sapiens);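 active = inhibition of at least 50% with at least 30 cells and total cytoplasm GFP at most 10,000,000; inconclusive = under 30 cells or total GFP of 10,000,000 plus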
KOR beta-arrestin-1: KOR antagonists, beta-arrestin recruitment, cell-based, luminescence, uHTS (AID 1778); KOR beta-arrestin recruitment, luminescence, antagonist mode; higher % means a stronger effect; inhibition, % at 10 µM, or IC50 in µM where a hit was titrated; 290,000 tested, 0.091% active; in the data active = inhibition above about 50%; note: strong numbers were not always called active
KOR beta-arrestin-2: KOR agonists, beta-arrestin recruitment, primary screen, cell-based, luminescence, uHTS (AID 1777) | 280,000 tested, 0.02% active | Kappa-type opioid receptor (Homo sapiens) | KOR beta-arrestin recruitment, luminescence; higher % means a stronger effect | activation, % at 10 µM; hits with a dose series show EC50 in µM; in the data active = activation above about 50%, passing the limit was not always enough; note: a part of the inactive calls stands beside numbers as strong as those of hits
GPR55 beta-arrestin: GPR55 agonists via beta-arrestin recruitment, primary screen, imaging, U2OS cells, beta-arrestin-GFP redistribution (AID 1961); U2OS GPR55 beta-arrestin-GFP redistribution imaging; higher % means a stronger effect; activation, % at 10 µM; hits with a dose series show EC50 in µM; G-protein coupled receptor 55 (Homo sapiens); 290,000 tested, 0.048% active;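 active = activation above 40% with more than 50 cells counted in the well; inconclusive = wells holding fewer than 50 cells, flagged as toxic or sparse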;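 note: U2OS osteosarcoma cells stably expressing GPR55 and beta-arrestin-GFP; plate controls were DMSO negative control for no effect and LPI positive control for full effect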
GPR55 LPI antagonism: GPR55 antagonists blocking LPI-driven arrestin recruitment, primary screen, imaging, U2OS, beta-arrestin-GFP, LPI agonist (AID 2013) | U2OS GPR55 beta-arrestin-GFP translocation imaging, LPI antagonism; higher % means a stronger effect | G-protein coupled receptor 55 (Homo sapiens) | 290,000 tested, 0.13% active | inhibition, % at 10 µM; hits with a dose series show IC50 in µM;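 active = spots per cell inhibited over 60%, with over 100 cells counted and total cytoplasm intensity under 500,000; inconclusive = wells with under 100 cells, flagged as likely toxic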;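 note: U2OS cells stably carrying GPR55 and arrestin-GFP stimulated by 5 µM LPI near EC80; imaged beta-arrestin-GFP aggregate spots per cell after agonist stimulation; plate controls were LPI-stimulated DMSO wells for no effect and DMSO wells without LPI for full effect; some results filed as inactive read as strong as hits; confirmed hits need IC50 under 10 µM and bright autofluorescent wells are also inconclusive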
Siah-1 displacement: Siah-1 peptide-binding antagonists, primary screen, biochemical, fluorescence polarization, rhodamine-plectin, uHTS (AID 1817); Siah-1 / rhodamine-plectin peptide fluorescence polarization; higher % means a stronger effect; displacement, % at 20 µM, or IC50 in µM where a hit was titrated; 290,000 tested, 0.02% active;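 active = displacement of at least 50% at 20 µM, with a fluorescence ratio check between 0.3 and a set limit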;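 note: plate controls were Siah plus tracer with DMSO for no effect and tracer alone without Siah for full effect; strong numbers were not always called active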
An asterisk follows results filed as active; ? = inconclusive; · = not tested or not shown; [ ] = dose if it differs, or a comment.

Each structure is followed by: GPR55 beta-arrestin	GPR35 arrestin U2OS	KOR beta-arrestin-2	HIV peptide binding	KOR beta-arrestin-1	GPR55 LPI antagonism	Siah-1 displacement	AID2073	NOD1 NF-kB reporter
- O=C(CSc1nnc(-c2ccccc2)o1)Oc1ccc(Br)cc1
→ -0.1%	2%	-6.1%	0.5%	-22%	6%	3%	5%	-15%
- C/C(=N\NC(=O)c1cc(C)oc1C)c1ccc2c(c1)OCO2
→ 0.1%	-7%	-2.1%	-3.5%	7%	3%	3%	4%	-61%
- Cc1ccc(-c2ccc(/C=N\NC(=O)C3C(=O)NCC3c3ccccc3)o2)cc1Cl (configuration not stated)
→ -0.1%	-30%	6.0%	-1.8%	-157%	-1%	0%	7%	17%
- CCN1CCN(c2cc(C)c3cc(NC(=S)N4CCN(c5ccccc5)CC4)ccc3n2)CC1
→ 0.9%	-5%	3.6%	-2.7%	-4%	7%	-5%	-9%	-11%
- Cc1ccnc(NC(=O)CNC(=O)c2ccc3c(c2)OCO3)c1
→ -0.1%	-10%	5.8%	-1.0%	-22%	1%	-1%	9%	-40%
- CCn1c(SCC(=O)Nc2cc(C)on2)nnc1-c1ccc(C)cc1
→ 0.3%	14%	-3.3%	-0.5%	-10%	-12%	-2%	-6%	-8%
- CCN(CC)c1ccc(C(=O)OCc2c(C)noc2C)cc1
→ -0.2%	-3%	-0.6%	0.6%	9%	-8%	0%	8%	-23%
- Cc1ccc(C(C)c2c(C)c([N+](=O)[O-])cc(C)c2[N+](=O)[O-])cn1 (configuration not stated)
→ -0.3%	-5%	2.0%	-1.5%	-5%[20 µM]	3%	2%	-2%	-16%
- CCOC(=O)c1c(-c2ccc(C)cc2C)csc1NC(=O)CSc1nnnn1C
→ -0.1%	4%	-4.3%	-3.2%	-15%	8%	-2%	-4%	24%
- C=C(C)C(=O)Nc1cccc(C2=NOC3(C2)C[C@@H](C(N)=O)N(C(=O)CC(c2ccccc2)c2ccccc2)C3)c1 (some centres not stated)
→ -0.1%	-15%	9.3%	3.9%	9%	-2%	26%	30%	-4%
- COc1ccc(C(C(=O)Nc2ccc(C(C)C)cc2)N(C)C(=O)c2ccc(=O)[nH]c2)cc1 (configuration not stated)
→ -0.3%	-2%	0.6%	-1.2%	10%	10%	5%	-4%	-12%
- O=C(c1cccnc1)N1CCN(S(=O)(=O)c2ccc3ccccc3c2)CC1
→ 0.0%	0%	-2.3%	-0.1%	-2%	-10%	0%	-5%	-20%
- CCOCCCNC(=O)C(NC(=O)c1ccc(NC(C)=O)cc1)c1ccc(Cl)cc1 (configuration not stated)
→ -0.4%	8%	-6.6%	-1.5%	-5%	24%	2%	4%	-13%
- CC(C)[C@H](NC(=O)N1CC(=O)Nc2ccccc21)C(=O)N[C@H](Cc1c[nH]c2ccccc12)C(=O)O
→ -0.2%	-4%	0.8%	1.6%	17%[20 µM]	-3%	-2%	6%	-31%
- CC(C)Cn1c(SCC(=O)N2CCN(C(=O)c3ccco3)CC2)nc2ccccc2c1=O
→ 0.2%	14%	-0.4%	-0.1%	-20%	3%	4%	-5%	-28%
- O=C1c2ccccc2C(=O)N1CC(=O)N1c2ccccc2CCc2ccccc21
→ -0.1%	4%	4.9%	-0.1%	-1%	14%	-1%	1%	·
- Cc1cc(=O)n2nc(N3CCCC(C(=O)NCc4cccc(Br)c4)C3)sc2n1 (configuration not stated)
→ -0.1%	11%	-1.2%	-1.2%	6%	-19%	-6%	-10%	-14%
- COc1ccccc1N1CCN(CCCNC(=O)C2CCCN(c3ncnc4c3nc3n4CCCCC3)C2)CC1 (configuration not stated)
→ 0.6%	-1%	-2.9%	-0.3%	-21%	11%	13%	7%	3%
- CCOc1ccc(S(=O)(=O)N2CCC(C(N)=O)CC2)c2ccccc12
→ 0.3%	-10%	4.9%	-2.2%	8%	5%	-3%	0%	-27%
- CCNC(=O)N1CCC(n2nccc2NC(=O)CCOc2ccccc2)CC1
→ -0.2%	-9%	-1.5%	-2.7%	-17%	5%	0%	6%	24%
- Cn1cc(SCC(=O)N2CCOCC2)c2ccccc21
→ -0.3%	3%	-1.9%	-0.4%	-39%	9%	-2%	-4%	10%
- COC(=O)C1=CN(Cc2ccc(OC)c(OC)c2)C=C(C(=O)OC)C1c1cccc(O)c1
→ -0.1%	-3%	0.5%	-1.7%	-18%[20 µM]	12%	-1%	17%	-24%
- CCOC(=O)c1c(N)sc2c1CCCC2
→ -0.2%	-6%	-3.6%	-0.3%	-31%	-18%	-1%	14%	4%
- CSc1ccccc1-c1nc(-c2ccncc2)no1
→ 0.8%	-10%	-2.8%	-2.4%	26%	0%	2%	14%	4%
- Cc1ccc(N(CC(=O)NC(C)C)C(=O)CCC(=O)Nc2nccs2)cc1C
→ -0.1%	7%	-3.7%	-0.3%	19%	7%	3%	15%	-4%
- COc1ccc(C(=O)/C=C/c2cccc(OCc3ccccc3)c2)cc1CSCC(=O)O
→ -0.1%	-12%	5.1%	29µM*	-38%	2%	6%	27%	12%
- CN(CC(=O)NCCc1ccc(Cl)cc1)S(=O)(=O)c1cccs1
→ -0.2%	-11%	-0.9%	-1.0%	-7%	-4%	1%	7%	-18%
- O=C(COC(=O)C1=COCCO1)Nc1ccc(Oc2ccccc2)cc1
→ 0.0%	-10%	3.9%	1.9%	-52%	13%	-1%	5%	8%
- O=C(O)c1ccccc1SCc1cn2ccccc2n1
→ 0.0%	5%	0.3%	0.0%	8%	9%	-8%	-3%	16%
- CC(NC(=O)C(=O)NN=C1CCC(C(C)(C)C)CC1)c1ccccc1 (configuration not stated)
→ -0.3%	0%	5.8%	0.2%	14%	-1%	-2%	4%	-32%
- CCCCc1nc2cc(C(=O)NCCc3cnn(C)c3)ccc2o1
→ -0.1%	-9%	-0.5%	-1.8%	-20%	6%	2%	-6%	-54%
- CC(C)Cc1nc2n[nH]c(N)c2c2c1CCC2
→ 0.0%	-16%	-2.0%	-1.7%	12%	6%	-2%	-1%	-1%
- O=C(CN(Cc1cccs1)C(=O)CNS(=O)(=O)c1ccc(F)cc1)NCc1ccco1
→ -0.1%	3%	-5.8%	-2.0%	-10%	18%	0%	3%	4%
- C/C(=N\OCC(=O)Nn1c(C)nc2ccccc2c1=O)c1ccccc1
→ 0.3%	15%	-2.0%	0.3%	4%	0%	2%	7%	-22%
- CC(C)(C)OC(=O)N1CC=C2C(C#N)=C(N)C(C#N)(C#N)C(c3cccs3)C2C1 (configuration not stated)
→ -0.1%	10%	-2.9%	28%	-22%	14%	-1%	11%	18%
- COc1ccc(CCNC(=O)COc2ccc(-c3ccccc3)cc2)cc1OC
→ -0.1%	4%	14%	-0.1%	-9%	0%	-4%	-7%	6%
- O=S(=O)(Nc1ccc(S(=O)(=O)N2CCOCC2)cc1)c1ccc(Br)cc1
→ 0.2%	-16%	-2.0%	1.0%	-6%	-9%	4%	14%	-22%
- CCNC(=O)CN1C(=O)NC2(CCOc3ccccc32)C1=O (configuration not stated)
→ -0.2%	10%	-1.5%	-0.8%	4%	-4%	6%	4%	-26%
- Cc1ccc(C)n1CCN1CCN(S(=O)(=O)c2ccc(F)cc2F)CC1
→ 0.5%	-3%	-0.2%	-1.4%	21%	6%	2%	-9%	-3%
- O=C(/C=C/c1ccco1)Nc1ccc2nc3n(c(=O)c2c1)CCCC3
→ -0.2%	-16%	1.0%	0.2%	-49%	-12%	-3%	-2%	-22%
- c1ccc(C2CC(c3cccs3)=NN2c2ccccc2)cc1 (configuration not stated)
→ -0.3%	13%	1.7%	0.9%	26%	18%	2%	21%	-1%
- CC(C)C(=O)Nc1nnc(NC(=S)Nc2ccccc2)s1
→ -0.2%	-15%	-5.6%	3.1%	29%	15%	3%	38%	-15%
- CCC(C(=O)NC(C)(C)C)N(C(=O)Cn1nnc(-c2ccccc2F)n1)c1cnc2ccccc2c1 (configuration not stated)
→ 0.1%	-16%	-2.0%	-0.9%	15%	12%	-2%	-9%	-9%
- C=CCN1C(=Nc2ccccc2)SC/C1=C\C(=O)OC
→ -0.3%	-5%	·	0.8%	-13%	-6%	-2%	-3%	-14%
- C=C(C(=O)c1ccccc1)C(C)CC(=O)c1ccccc1 (configuration not stated)
→ ?	22%	4.8%	-2.4%	26%	17%	0%	12%	·
- Cc1cccc(C)c1Nc1ncnc(N)c1[N+](=O)[O-]
→ -0.2%	-10%	-6.3%	-1.7%	14%	-9%	4%	6%	-9%
- C=CCNC(=S)N1CCN(CCN=CC2=C(O)CC(c3ccco3)CC2=O)CC1 (configuration not stated)
→ 0.3%	6%	2.2%	7.0%	-5%	3%	-3%	6%	0%
- Cc1ccc(S(=O)(=O)N(C)CC(=O)O/N=C(\N)c2cccc([N+](=O)[O-])c2)cc1
→ -0.1%	22%	1.1%	-0.4%	-21%	-8%	-6%	-3%	19%
- O=C(CCc1nc(-c2ccccc2F)no1)NCc1ccco1
→ -0.1%	10%	0.3%	1.5%	7%	-3%	4%	-2%	·
- COc1ccccc1OCCNC(=O)c1c(-c2ccccc2Cl)noc1C
→ -0.1%	2%	4.6%	0.2%	4%	5%	6%	12%	11%
- COc1cccc(NC(=O)CC2C(=O)NC3CCCCC3N2C(=O)c2ccc(F)cc2)c1 (configuration not stated)
→ 0.2%	-2%	-4.9%	0.8%	25%	-4%	-1%	9%	12%
- CCSc1nc2c(cnn2-c2ccccc2)c(=O)n1N
→ -0.2%	3%	-1.0%	-0.6%	4%	4%	-2%	-7%	0%

Retrieved one by one from above:
Each structure is followed by: GPR55 beta-arrestin	GPR35 arrestin U2OS	KOR beta-arrestin-2	HIV peptide binding	KOR beta-arrestin-1	GPR55 LPI antagonism	Siah-1 displacement	AID2073	NOD1 NF-kB reporter
- CC(C)Cc1nc2n[nH]c(N)c2c2c1CCC2
→ 0.0%	-16%	-2.0%	-1.7%	12%	6%	-2%	-1%	-1%
- Cc1ccc(S(=O)(=O)N(C)CC(=O)O/N=C(\N)c2cccc([N+](=O)[O-])c2)cc1
→ -0.1%	22%	1.1%	-0.4%	-21%	-8%	-6%	-3%	19%

High-throughput results deposited in PubChem by Sanford-Burnham Center for Chemical Genomics.

A portion of the library (hit frequency here may not be typical).
